Assay outcomes from PubChem.
M1 ag = human M1 muscarinic receptor agonism. actives 0.33% (n = 360,000). AID 588814. activation, % at 3 µM. CHO-K1 hM1, Fluo-8 calcium fluorescence, agonist mode; 0% DMSO, 100% acetylcholine EC100. P11229;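 active = activation above the run's mean compound activation plus 3 SD, cut at about 16% in these data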;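 note: peak over basal fluorescence ratio within a 140 s kinetic read after compound addition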
Target sequence (P11229 whole entry, looked up): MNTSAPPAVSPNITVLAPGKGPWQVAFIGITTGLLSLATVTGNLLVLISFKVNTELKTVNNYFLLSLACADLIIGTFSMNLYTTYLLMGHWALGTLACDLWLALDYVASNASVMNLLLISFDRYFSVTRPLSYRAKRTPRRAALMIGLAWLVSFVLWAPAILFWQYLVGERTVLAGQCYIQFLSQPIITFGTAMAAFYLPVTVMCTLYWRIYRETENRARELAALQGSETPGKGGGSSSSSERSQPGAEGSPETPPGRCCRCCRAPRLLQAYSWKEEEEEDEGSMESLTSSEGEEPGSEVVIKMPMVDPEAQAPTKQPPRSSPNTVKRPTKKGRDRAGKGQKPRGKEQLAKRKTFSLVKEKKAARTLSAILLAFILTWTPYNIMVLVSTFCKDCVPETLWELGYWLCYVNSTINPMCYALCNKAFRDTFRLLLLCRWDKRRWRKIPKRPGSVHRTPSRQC
CHO-K1 Ca antag = counter-screen for M1 antagonists: effect in parental CHO-K1 cells | actives 0.6% (n = 360,000) | AID 602250 | ATP-induced calcium, Fluo-8 fluorescence | inhibition, % at 3 µM;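 active = inhibition above a per-plate cutoff, the plate's mean sample inhibition plus 3 SD, cut at about 24% in these data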;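 note: 0% = DMSO plus EC80 ATP and 100% = DMSO alone without ATP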
TAAR1 ag = human TAAR1 agonism. CHO RD-HGA16 TAAR1, Fluo-8 calcium fluorescence; vehicle wells 0%, saturating PEA agonist 100%. activation, % at 3 µM. actives 0.99% (n = 360,000). AID 624467;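 active = activation above the mean activation of all test compounds in the run plus 3 SD, cut at about 38% in these data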
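Assay system: CHO-derived RD-HGA16 cells with stable Gα16 and human TAAR1; timing: 17-24 h seeding, 75 min 37 °C dye, 30 min RT; read-out: % activation from peak over basal fluorescence ratio, DMSO-to-PEA scaled; measured by: kinetic Fluo-8 calcium fluorescence; benchmarks: low control DMSO, high control PEA (EC100); doses: 3 µM single concentration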
M1 PAM parental = counter-screen for M1 PAMs: effect in parental CHO-K1 cells | ATP EC20, Fluo-8 calcium fluorescence; 0% at ATP EC20, 100% at ATP max | activation, % at 3 µM | actives 0.02% (n = 360,000) | AID 602247;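 active = activation above the run cutoff, the mean activation of all test compounds plus 3 SD, cut at about 40% in these data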;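 note: peak over basal fluorescence ratio in a 140 s read after ATP addition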
CHO-K1 Ca ag = nonselective activator or artifact in parental CHO-K1 cells. activation, % at 3 µM. Fluo-8 calcium fluorescence; scaled to maximal ATP response, vehicle zero. actives 0.48% (n = 360,000); in the data active = activation above about 15%;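 note: untransfected CHO-K1 host cells lacking M1 receptor as counterscreen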
TAAR1 antag = antagonists of human TAAR1; actives 1.5% (n = 360,000); CHO RD-HGA16 TAAR1, Fluo-8 calcium fluorescence, antagonist; inhibition, % at 3 µM; AID 624466;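 active = inhibition above a per-plate cutoff, the mean inhibition of test compounds on that plate plus 3 SD, cut at about 49% in these data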;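 note: 0% = DMSO plus EC80 beta-PEA response and 100% = DMSO alone without agonist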
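Test system: RD-HGA16 CHO cells with stable hTAAR1 and Gα16 / Probe or stimulus: EC80 β-phenethylamine stimulus / Times: seeding 17-24 h prior, 75-min 37 °C, 30-min RT dye loading / Detection: Fluo-8 calcium-sensitive fluorescence / Read-out basis: % inhibition scaled between DMSO and EC80 PEA controls / Repeats: singlicate, one well per test compound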
OXTR potentiator = potentiators of human oxytocin receptor; P30559; CHO-OTR cells, Fluo-8 calcium fluorescence, potentiator mode; 0% = oxytocin EC15, 100% = EC100; activation, % at 3 µM; actives 0.061% (n = 320,000);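 active = activation above that plate's cutoff, the mean activation of tested compounds plus 3 SD, cut at about 6.6% in these data, passing the limit was not always enough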;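 note: 100% uses oxytocin at 75 nM as the full agonist control; some results filed as inactive read as strong as hits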
Target sequence (P30559 whole entry, looked up): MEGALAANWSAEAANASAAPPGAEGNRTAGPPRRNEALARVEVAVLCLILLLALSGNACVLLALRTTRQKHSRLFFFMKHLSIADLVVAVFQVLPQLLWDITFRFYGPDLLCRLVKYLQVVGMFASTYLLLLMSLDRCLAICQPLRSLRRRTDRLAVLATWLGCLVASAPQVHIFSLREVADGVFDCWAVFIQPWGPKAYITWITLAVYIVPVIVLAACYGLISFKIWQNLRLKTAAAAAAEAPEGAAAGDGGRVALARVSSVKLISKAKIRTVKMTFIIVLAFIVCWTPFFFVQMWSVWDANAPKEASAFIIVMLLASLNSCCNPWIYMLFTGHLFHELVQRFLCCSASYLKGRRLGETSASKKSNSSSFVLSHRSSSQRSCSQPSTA
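Dosing: Single dose, 3.0 µM nominal final compound concentration | Material: Human OTR in CHO cells | Technique: Kinetic Fluo-8 calcium fluorescence | Benchmarks: EC15 oxytocin alone as 0%, 75 nM oxytocin as 100% | Probe or stimulus: Oxytocin at about EC15, sub-maximal agonist stimulus | Incubation: Compound 6 min at room temperature before oxytocin, 100 s read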
CHO parental Ca = counter-screen for OX1R antagonists: effect in parental CHO cells. parental CHO-K1, ATP-induced calcium, Fluo-8 fluorescence. actives 0.63% (n = 330,000). inhibition, % at 5.6 µM. AID 463079;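 active = inhibition above that plate's mean sample inhibition plus 3 SD, cut at about 26% in these data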;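 note: 0% = ATP-challenged DMSO wells and 100% = DMSO wells without ATP; some compounds past the cut are filed as inactive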
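Material: Parental CHO cells | Reagent: ATP | Compound dosing: Single nominal dose of 5.6 µM per compound | Detection: Intracellular calcium via Fluo-8 no-wash fluorescent dye | Read-out: % inhibition of ATP-induced calcium mobilization | Benchmarks: Low control ATP plus DMSO, high control DMSO only | Replicates: Singlicate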
M1 antag = blocks human M1 muscarinic receptor. P11229. CHO-K1 hM1, Fluo-8 calcium fluorescence, ACh EC80 antagonist. inhibition, % at 3 µM. actives 1.3% (n = 360,000). AID 588852;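 active = percent inhibition above its own plate's cutoff, namely the mean of that plate's compound wells plus 3 SD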;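 note: peak over basal fluorescence ratio during 140 s after agonist addition; 0% = ACh EC80 plus DMSO and 100% = DMSO alone without agonist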
Starred values were filed as active, the others as inactive; . = not tested or not shown. This is a subset (hit frequency here may not be typical).

[1] COc1cc2[nH]c(=O)n(-c3cccc(Cl)c3)c(=O)c2cc1OC
[2] CCCOP(=O)(OCCC)C(NC(=O)c1ccccc1)=C(Cl)Cl
[3] CCCCCCCC(=O)NC(Oc1ccccc1[N+](=O)[O-])C(Cl)(Cl)Cl (stereo not drawn)
[4] CN1CCN(c2ccc(N)cc2Cl)CC1
[5] Cc1cccc(C)c1-n1nnnc1C(c1cccc2ccccc12)N1CCC(n2c(=O)[nH]c3ccccc32)CC1 (stereo not drawn)
[6] CC(C)NCC(O)c1ccc(C2CCCC2)cc1 (stereo not drawn)
[7] Cc1ccc(S(=O)(=O)NP(=O)(Oc2ccccc2)Oc2ccccc2)cc1
[8] CCCCN(Cc1ccccc1)C1CCN(CCc2ccccc2)CC1
[9] O=C(Nc1ccccc1)NC1CC2CCC(C1)N2 (stereo not drawn)
[10] O=C(c1ccc2c(c1)ncn2-c1ccc(F)cc1F)N1CCC2(CC1)OCCO2
entry no.,1,2,3,4,5,6,7,8,9,10
M1 antag,-30,-5,-27,15,-20,5,-8,3,31*,-10
TAAR1 antag,8,6,-2,4,-10,-2,-12,-16,10,7
CHO-K1 Ca ag,-0.1,7.7,4.8,-0.6,-0.6,0.9,0.0,4.1,0.1,1.1
CHO parental Ca,-5,-3,4,-6,.,-8,1,-10,2,-4
M1 PAM parental,1,18,17,-14,-11,10,12,13,8,18
M1 ag,0,-6,0,-13,-1,-8,2,-10,-5,-6
OXTR potentiator,-10,0,-4,-4,.,-8,5,2,-13,-11
CHO-K1 Ca antag,2,-5,-29,20,13,-1,-17,-2,-1,0
TAAR1 ag,-1,0,3,17,0,6,7,14,6,6

[11] O=C(CN1CCCCC1)Nc1ccc(Br)cc1C(=O)c1ccccc1Cl
[12] O=C1CSC2(CN3CCC2CC3)N1 (stereo not drawn)
[13] CCOP(=O)(Cc1ccc(C#N)o1)OCC
[14] CC(N)Cc1c[nH]c2c1ccc1ccccc12 (stereo not drawn)
[15] C=CCn1c(O)c(C(CC)=NCCC2=CCCCC2)c(=O)[nH]c1=O
[16] O=C(CN1CCCCC1)NCC(=O)Nc1ccc(Br)cc1C(=O)c1ccccc1
[17] CC1(C)N=C(c2ccccc2)[C@@H]2C(c3ccc([N+](=O)[O-])cc3)N21 (stereo partly drawn)
[18] CC(C)(C)n1cc(C(=O)c2ccccc2)cc1-c1ccccc1
[19] O=C(c1ccc(N2CC3CC(C2)c2cccc(=O)n2C3)c([N+](=O)[O-])c1)N1CCCCC1 (stereo not drawn)
[20] COC(=O)C1=C(c2cc3ccccc3o2)C[C@@H]2CC[C@H]1N2C(=O)NCc1ccccc1
entry no.,11,12,13,14,15,16,17,18,19,20
M1 antag,-17,-8,-6,-12,-3,0,-6,1,-13,14
TAAR1 antag,-4,0,-7,-2,0,-7,4,23,14,-12
CHO-K1 Ca ag,0.5,0.5,9.4,0.7,1.9,1.1,0.4,-0.4,-0.1,-1.1
CHO parental Ca,-16,-1,3,2,-19,-26,-5,-2,-6,0
M1 PAM parental,14,7,22,3,6,17,4,0,13,-18
M1 ag,-4,-3,-1,-4,-3,-4,-9,-6,-5,-12
OXTR potentiator,-4,-17,-7,-9,-2,-5,-11,-12,-5,-4
CHO-K1 Ca antag,-7,-8,-7,-4,-1,-5,-5,-10,-7,13
TAAR1 ag,4,8,0,12,33,7,1,-1,2,0

[21] COc1ccc(S(=O)(=O)N2CC3CC(C2)c2cccc(=O)n2C3)cc1 (stereo not drawn)
[22] COc1ccc(C(O)P(=O)(OC(C)C)OC(C)C)cc1 (stereo not drawn)
[23] Cc1ccc(OC(F)F)c(N2C(=O)C3C4CCC(O4)C3C2=O)c1 (stereo not drawn)
[24] CCC1(CC(C)C)C(=O)NC(=S)NC1=O
[25] CCn1c(O)c(/C=N/NC(=O)c2ccccc2)c(=O)[nH]c1=S
[26] Fc1ccc(CNCCc2ccccc2F)cc1
[27] CCOC(=O)C(NC(=O)CC)(Nc1ccc(C(O)(C(=O)OCC)C(F)(F)F)cc1C)C(F)(F)F (stereo not drawn)
[28] CCN1CCN(C(=O)Cc2coc3ccc4ccccc4c23)CC1
[29] c1cc2c(cc1N1CCOCC1)CNCc1cnnn1-2
[30] Cn1c(N2CCNCC2)nc2ccccc21
entry no.,21,22,23,24,25,26,27,28,29,30
M1 antag,5,-6,-10,-1,-4,1,-3,-28,-5,-7
TAAR1 antag,-23,-13,7,-4,-19,-2,-3,-6,-18,-17
CHO-K1 Ca ag,0.3,0.6,0.6,3.3,1.5,0.3,0.3,-0.4,0.8,-0.2
CHO parental Ca,-4,-2,-16,.,-1,-24,-11,-12,.,-9
M1 PAM parental,11,1,-4,20,5,23,14,4,13,11
M1 ag,-1,0,-5,1,1,-10,-2,-4,-11,-6
OXTR potentiator,3,-1,-2,.,-1,-1,-13,-3,.,-5
CHO-K1 Ca antag,4,-6,-15,-11,-9,-7,-13,-10,6,-2
TAAR1 ag,5,1,3,3,11,10,1,5,10,7

A section taken from the entries so far, as a working copy:
[28] CCN1CCN(C(=O)Cc2coc3ccc4ccccc4c23)CC1
[29] c1cc2c(cc1N1CCOCC1)CNCc1cnnn1-2
[30] Cn1c(N2CCNCC2)nc2ccccc21
entry no.,28,29,30
M1 antag,-28,-5,-7
TAAR1 antag,-6,-18,-17
CHO-K1 Ca ag,-0.4,0.8,-0.2
CHO parental Ca,-12,.,-9
M1 PAM parental,4,13,11
M1 ag,-4,-11,-6
OXTR potentiator,-3,.,-5
CHO-K1 Ca antag,-10,6,-2
TAAR1 ag,5,10,7

(listing goes on)
[31] O=C(Nc1cccc(OC(=O)N2CCCCC2)c1)N1CCOCC1
[32] CCC(=NCCC(c1ccccc1)c1ccccc1)c1c(O)[nH]c(=O)[nH]c1=O
[33] Cc1cccc(NC2=NCCCS2)c1C
[34] O=c1[nH]c(O)c(N=Nc2ccc(S(=O)(=O)N3CCOCC3)cc2)c(=O)[nH]1
[35] O=C1NC(=O)N(c2ccccc2)C(=O)/C1=C\c1ccccc1[N+](=O)[O-]
[36] Cc1cc(OC(=O)N(C)C)n(-c2ccccc2)n1
[37] O=C1NCN(c2ccccc2)C12CCN(C(c1ccccc1)c1nnnn1-c1ccc3c(c1)OCCO3)CC2 (stereo not drawn)
[38] CN1CCC(O)(c2ccccc2)C2CCCC21 (stereo not drawn)
[39] Cn1cc(C(=O)NC2CC2)c2ccccc21
[40] CC(C(N)=O)N1CC(c2ccccc2)CC1=O (stereo not drawn)
entry no.,31,32,33,34,35,36,37,38,39,40
M1 antag,12,-4,0,-5,-10,-21,5,-9,-4,-7
TAAR1 antag,15,17,15,-7,-10,-18,8,5,11,-3
CHO-K1 Ca ag,0.5,2.4,0.9,0.6,2.0,0.5,1.4,0.0,0.0,0.4
CHO parental Ca,7,-25,-1,-7,-7,-4,.,-2,-3,-15
M1 PAM parental,-14,15,11,17,24,10,0,-3,13,9
M1 ag,-3,-6,-15,3,-5,-2,17*,-10,-2,-1
OXTR potentiator,-16,-8,0,5,0,-14,.,3,6,4
CHO-K1 Ca antag,11,-4,-7,-8,-8,-13,6,-28,-11,-13
TAAR1 ag,3,3,2,2,0,3,3,11,-1,0

Single entries from the list:
Reading for compound 12 in CHO-K1 Ca antag: -8
Reading for compound 31 in OXTR potentiator: -16
Reading for compound 13 in TAAR1 ag: 0
Reading for compound 9 in CHO-K1 Ca antag: -1

(list continues)
[41] CC1CN=C(Nc2ccc(N(C)C)cc2)S1 (stereo not drawn)
[42] COCC(C)OC(=O)c1c(N)n(Cc2ccco2)c2nc3ccccc3nc12 (stereo not drawn)
[43] CC(CN(C)C1CCN(C)CC1)c1ccccc1 (stereo not drawn)
[44] CCOC(=O)c1c(C)n(C(C)C)c2ccc(OC(=O)c3ccc(N4C(=O)CCC4=O)cc3)cc12
[45] COc1cccc(-n2c(O)c(C=NCCN3CCNCC3)c(=O)[nH]c2=S)c1
[46] COc1ccc(OC)c(-n2c(O)c(C=NCCN3CCNCC3)c(=O)[nH]c2=S)c1
[47] COc1ccc(-n2c(Cc3cccc([N+](=O)[O-])c3)nc3ccccc3c2=O)cc1
[48] O=C(NCc1cccnc1)C(Cl)(Cl)Cl
[49] COc1c(/C=C2/C(=O)NC(=O)N(C)C2=O)c(CCN(C)C(=O)c2ccccc2)cc2c1OCO2
entry no.,41,42,43,44,45,46,47,48,49
M1 antag,4,0,3,-17,21,-11,-1,-4,-6
TAAR1 antag,4,-5,-7,-10,-15,15,-7,18,-16
CHO-K1 Ca ag,2.7,0.7,1.9,1.6,0.3,1.4,-0.5,0.7,0.0
CHO parental Ca,-17,-17,.,-8,0,1,-21,-2,-10
M1 PAM parental,19,5,22,21,-15,18,-11,12,-10
M1 ag,-10,-1,-9,-1,-11,3,-5,-14,-1
OXTR potentiator,-1,-8,.,-5,0,1,3,-7,2
CHO-K1 Ca antag,-19,-2,-14,-16,-9,-17,4,-4,8
TAAR1 ag,8,7,2,0,0,-1,2,3,-1
